# Screens: PubChem, several laboratories
# NCOA1 inh: inhibitors of human steroid receptor coactivator 1 (SRC1) | Q15788 | inhibition, % at 3.6 µM | 0.12% of 360,000 active | HEK293 GAL4-SRC1 luciferase reporter, luminescence;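 active = inhibition above the campaign mean plus 3 SD, with each screening campaign given its own cutoff, cut at about 60% in these data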;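 note: 0% = DMSO treated cells and 100% = gossypol at 36 µM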
# Target sequence (Q15788 whole entry, looked up, the tested form may be a part): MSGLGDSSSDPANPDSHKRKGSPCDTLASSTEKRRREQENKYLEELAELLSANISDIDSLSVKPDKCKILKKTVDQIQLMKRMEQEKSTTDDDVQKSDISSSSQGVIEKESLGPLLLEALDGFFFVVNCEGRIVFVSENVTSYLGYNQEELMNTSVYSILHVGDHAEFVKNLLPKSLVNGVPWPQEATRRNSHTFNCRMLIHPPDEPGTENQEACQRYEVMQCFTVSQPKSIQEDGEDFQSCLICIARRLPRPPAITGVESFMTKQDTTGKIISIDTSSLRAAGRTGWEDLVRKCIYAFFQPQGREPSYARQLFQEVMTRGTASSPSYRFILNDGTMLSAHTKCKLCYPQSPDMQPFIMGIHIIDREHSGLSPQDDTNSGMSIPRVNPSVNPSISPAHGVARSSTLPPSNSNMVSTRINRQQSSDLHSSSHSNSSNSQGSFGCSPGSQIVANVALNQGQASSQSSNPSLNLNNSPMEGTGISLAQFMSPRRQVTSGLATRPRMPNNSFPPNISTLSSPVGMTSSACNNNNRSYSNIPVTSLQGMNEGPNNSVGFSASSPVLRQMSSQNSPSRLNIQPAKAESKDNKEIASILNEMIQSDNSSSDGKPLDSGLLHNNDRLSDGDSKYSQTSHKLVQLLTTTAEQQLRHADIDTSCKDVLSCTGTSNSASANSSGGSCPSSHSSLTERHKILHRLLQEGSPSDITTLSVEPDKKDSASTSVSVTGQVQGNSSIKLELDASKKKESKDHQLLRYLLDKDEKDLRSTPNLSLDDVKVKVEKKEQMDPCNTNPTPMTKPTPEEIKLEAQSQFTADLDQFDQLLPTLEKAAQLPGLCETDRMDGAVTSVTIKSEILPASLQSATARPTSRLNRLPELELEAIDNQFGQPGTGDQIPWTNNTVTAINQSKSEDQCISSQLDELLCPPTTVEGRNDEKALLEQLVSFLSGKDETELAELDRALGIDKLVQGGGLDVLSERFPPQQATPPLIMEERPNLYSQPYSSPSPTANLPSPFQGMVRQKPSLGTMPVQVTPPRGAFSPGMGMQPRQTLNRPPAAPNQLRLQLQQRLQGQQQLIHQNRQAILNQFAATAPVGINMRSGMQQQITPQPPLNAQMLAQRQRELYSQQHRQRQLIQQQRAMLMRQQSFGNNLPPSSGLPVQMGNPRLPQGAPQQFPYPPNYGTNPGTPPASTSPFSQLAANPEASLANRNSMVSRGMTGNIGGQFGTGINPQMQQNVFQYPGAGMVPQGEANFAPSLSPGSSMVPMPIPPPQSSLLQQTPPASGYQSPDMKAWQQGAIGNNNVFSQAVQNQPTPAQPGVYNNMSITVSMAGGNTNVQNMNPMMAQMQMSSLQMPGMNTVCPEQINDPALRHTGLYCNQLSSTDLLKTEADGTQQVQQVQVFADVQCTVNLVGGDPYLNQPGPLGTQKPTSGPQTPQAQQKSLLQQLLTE
# COUP-TFII inh: blocks human COUP-TFII nuclear receptor; 0.7% of 370,000 active; P24468; HEK293T NGFI-A luciferase reporter, luminescence; inhibition, % at 8.6 µM;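 active = inhibition above a per-plate cutoff, mean inhibition of test wells between control levels plus 3 SD, cut at about 38% in these data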;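 note: cells cotransfected with COUP-TFII expression vector driving the NGFI-A reporter; 0% = median of COUP-TF2 test wells and 100% = reporter-only cells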
# CF NFkB block: cystic fibrosis NF-kB activation inhibition | KKLEB NF-kB-GFP reporter, PAF-induced, GFP fluorescence overnight | 0.86% of 360,000 active | AID 588850 | inhibition, % at 5 µM;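 active = at least 50% inhibition at 5 µM, scaled per plate between neutral and stimulator controls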;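 note: PAF is a Pseudomonas aeruginosa culture filtrate used as stimulus; plate controls were PAF-stimulated DMSO wells for no effect and unstimulated DMSO wells for full effect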
# NR5A2 inv ag: inverse agonists of human LRH-1 (NR5A2); O00482; HEK293T StAR-luciferase reporter, LRH-1 transfected, 24 h; inhibition, % at 3.6 µM; 0.13% of 360,000 active; AID 602396;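 active = inhibition above the mean inhibition of all tested compounds plus 3 SD, cut at about 73% in these data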;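 note: 0% = DMSO wells and 100% = reporter-only cells lacking LRH-1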
# NCOA2 inhibitor: inhibits human steroid receptor coactivator 2; HEK293 GAL4-SRC2 luciferase reporter, luminescence; 0.17% of 370,000 active; AID 651957; inhibition, % at 9 µM;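 active = inhibition above the mean inhibition of all tested compounds plus 3 SD, set per campaign, cut at about 52% in these data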;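 note: 0% = DMSO treated cells and 100% = cells given Gossypol at 36 µM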
# KKLEB cytotox: reduces viability of KKLEB cystic fibrosis airway cells. KKLEB CF airway cells viability, ATPlite luminescence, overnight; stronger effect = lower value; cells stimulated with P. aeruginosa culture filtrate. 0.36% of 360,000 active. activity change (cytotoxicity), % at 5 µM;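 active = corrected activity change at or below -50% at 5 µM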
# TROY NFkB inh: inhibitors of TROY-dependent NF-kB signaling. inhibition, % at 10 µM. Q293 LMP1-TROYcd NF-kB luciferase reporter, 4 h. 0.98% of 360,000 active;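 active = compounds whose plate-normalised and pattern-corrected inhibition of the luciferase reporter signal at the single screening dose is 50% or more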
# TRAIL sens C8: caspase-8 TRAIL sensitization; inhibition (viability loss, TRAIL sensitization), % at 10 µM; AID 624354; 1% of 360,000 active; NB7+C8 cells + TRAIL, ATPlite viability luminescence;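 active = compounds causing at least 50% loss of cell viability in the single-dose screen, relative to plate controls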
# LMP1 NFkB inh: inhibitors of Epstein-Barr LMP1-induced NF-kappaB reporter | LMP1-induced NF-kappaB luciferase reporter cells, luminescence | inhibition, % at 12.5 µM | 0.69% of 350,000 active | AID 504558; in the data active = inhibition above about 41%;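 note: 0% = neutral control wells and 100% = reference inhibitor control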
# SRC3 inh: human NCOA3 inhibition | Q9Y6Q9 | HEK293 GAL4-SRC3 luciferase reporter, luminescence | inhibition, % at 3.6 µM | 0.17% of 360,000 active;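 active = inhibition above a per-campaign cutoff, the mean of all compounds plus 3 SD, cut at about 60% in these data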;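 note: 0% = DMSO-treated cells and 100% = gossypol-treated cells at 36 µM; higher means less SRC3-driven luciferase light from the GAL4 reporter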
# TWEAK Fn14 block: inhibitors of TWEAK-Fn14 interaction signaling | 2% of 360,000 active | TWEAK-stimulated Fn14 reporter cells, luciferase luminescence, 8 h | inhibition, % at 10 µM; in the data active = inhibition above about 50%
# The depositor's hits bear a star; nt = no result given.
SMILES,NCOA1 inh,COUP-TFII inh,CF NFkB block,NR5A2 inv ag,NCOA2 inhibitor,KKLEB cytotox,TROY NFkB inh,TRAIL sens C8,LMP1 NFkB inh,SRC3 inh,TWEAK Fn14 block
O=C(N/C(=C/c1ccco1)C(=O)N1CCCCC1)c1cccs1,2,0,4,-33,9,11,-1,-18,2,6,-15
Cc1ccsc1C(=O)OCC(=O)c1ccc[nH]1,-108,-6,-16,-17,-85,1,-43,14,-27,-62,-27
Cc1[nH]c(=O)[nH]c(=O)c1S(=O)(=O)N1CCN(c2cccc(Cl)c2)CC1,-2,0,-6,3,7,10,-7,2,-7,-11,-6
CSc1ccccc1NC(=O)CN(C)CC(=O)Nc1cc(C)ccc1C,8,10,-7,6,0,1,2,-1,-13,8,2
Cc1cc(C)c(S(=O)(=O)c2ccccc2C(C)C)c(=O)[nH]1,15,-8,7,-10,-21,-14,8,-10,0,-28,1
COc1ccc(S(=O)(=O)N2CCCC(C(=O)N3CCOCC3)C2)cc1C (stereo unspecified),-5,10,2,7,11,4,-21,0,1,13,-9
O=C(Nc1cccc(-c2nc3ncccc3o2)c1)c1cc2ccccc2o1,-40,8,41,-14,-11,-16,-16,14,-2,1,28
COc1ccc(NC(=O)CN(C)C(=O)c2sc3ccccc3c2Cl)cc1,1,3,-3,8,14,-18,-21,-6,5,-2,-13
Cc1ccc(S(=O)(=O)/N=c2\scc(C)n2C)cc1,9,-15,13,-5,8,-2,-2,-5,12,8,21
CC(C)N(C(=S)Nc1cccnc1)c1ccccc1,3,31,-2,1,9,-3,14,9,5,11,-8
COC(=O)/C(=C\C(=O)c1ccc([N+](=O)[O-])cc1)Nc1ccc(OC)cc1,-5,-15,-12,-3,18,-5,-15,-12,nt,20,-3
Cc1ccc(CC2CC(=O)N(c3nc4ccccc4n3C)C2=O)cc1 (stereo unspecified),-4,4,2,4,12,2,-16,0,-3,-9,12
CCc1cccc(OCC(=O)Nc2ccc(S(=O)(=O)Nc3onc(C)c3C)cc2)c1,-7,-3,-6,7,-3,8,-1,5,2,9,8
Cc1nnc(SCC2=C(C(=O)O)N3C(=O)C(NC(=O)Cn4ncc(Cl)c4C)C3SC2)s1 (stereo unspecified),-16,1,-3,-3,15,7,5,-4,7,7,12
COc1cccc(NC(=O)c2nn(C)cc2Br)c1,-63,-19,-5,-47,-33,-1,-91,-8,-5,-29,-23
O=C(COC(=O)CC1CCCC1)Nc1cccc(F)c1,12,12,-8,-16,1,4,-19,23,5,7,-7
CCOc1ccc(N2CC(C(=O)Nc3nnc(SCCOC)s3)CC2=O)cc1 (stereo unspecified),-5,4,-3,1,7,-9,-8,5,-2,-9,10
CC(C)(C)[C@H]1COC(=O)[C@H](NC(=O)OCC2c3ccccc3-c3ccccc32)C/C=C\C[C@@H](CC(=O)N[C@@H](CO)Cc2ccccc2)C(=O)N1,5,-21,16,8,5,-5,-3,9,3,7,-22
CCc1nc2ccccc2n1CCC(=O)O,-6,-3,-12,12,-22,8,13,6,-7,4,15
CC(=O)c1cn(CC(=O)Nc2ccccc2)c2ccccc12,17,47*,-24,41,17,1,4,2,-4,19,14
CC(=O)NCCNC(=O)c1ccc(Cn2c(=O)[nH]c3ccsc3c2=O)cc1,2,-10,-4,-9,-21,2,3,-4,-5,4,-10
COc1ccccc1OCC(=O)NCC(c1cccs1)N1CCOCC1 (stereo unspecified),-6,13,-1,5,3,-7,15,-9,-14,-7,13
CN1C(=O)/C(=C\c2ccco2)N=C1c1ccc(Cl)cc1Cl,8,8,5,10,-6,-5,23,-14,-8,12,24
NS(=O)(=O)c1cc(C(=O)OCC(=O)NC2CC2)ccc1Cl,5,3,-7,-8,19,2,6,3,5,16,7
Cc1ccc(C(O)c2ncc(-c3cccc4ccccc34)[nH]2)cc1F (stereo unspecified),-12,6,20,-8,2,-6,34,-10,nt,-8,10
Cc1ccccc1-c1ccc(=O)n(CC(=O)Nc2ccc(N3CCOCC3)cc2)n1,-14,24,2,1,1,-8,-14,1,2,-21,-1
O=C(Nc1nc(-c2ccccc2)cs1)Nc1ccc(F)cc1F,-9,-11,2,-19,-29,0,-2,0,-2,6,29
Cc1cccc(-n2ncc3c2CCCC3NC(=O)CN2CCCC2=O)c1C (stereo unspecified),-12,-9,4,12,0,8,-6,3,-2,-4,7
COc1ccccc1NS(=O)(=O)c1cc(C(=O)NCC(C)(C)N2CCOCC2)ccc1C,11,18,-5,-6,-10,-5,8,15,4,13,-10
O=C(NNc1ccccc1F)c1ccccc1,-16,2,-4,-5,-3,0,-4,-3,-10,1,1
CCOc1ccc(NC(=O)C/C(C)=N/NC(=O)Cc2cccs2)cc1,-3,-2,8,-20,-53,-6,-5,8,34,-5,-9
COc1cccc(NC(=O)c2ccc3c(c2)N(C)CCS3)c1,-63,-34,6,-82,-71,-5,-40,26,-26,-76,-10
COC(=O)c1cc(OC)c(OC)cc1NC(=O)c1ccco1,3,5,-55,17,-8,-3,-7,0,6,-5,-41
CC(C)CC(=O)Nc1nnc(SCC(=O)Nc2nccs2)s1,0,8,-18,-16,-32,7,6,-5,2,11,-18
CCNC(=O)CN(c1ccc(Br)c(C)c1)S(C)(=O)=O,0,-14,0,-10,2,-1,-12,4,4,5,-38
Oc1ccc(Br)cc1-c1cc(-c2ccco2)[nH]n1,0,2,-18,17,-14,-10,7,7,8,13,6
O=[N+]([O-])c1ccc(N/N=C/c2ccc(OCc3cccc4ccccc34)cc2)nc1,-31,-4,-12,-15,-30,-13,-41,6,-7,-5,-28
Cc1ccc2oc(C(=O)N3CCN(CCO)CC3)c(C)c2c1,7,-15,7,-3,-32,-2,7,-8,3,12,11
CCC(C)(C)NC(=O)C(c1cccc(OC)c1OC)N(CC(C)C)C(=O)CCC(=O)Nc1cc(C)on1 (stereo unspecified),4,11,-1,3,3,2,7,-5,6,4,6
N#Cc1cc(-c2ccccc2)nc(NN)n1,7,4,9,-13,-4,-11,35,-22,-12,25,31

# 14 entries from above, reformatted.
Molecule	NCOA1 inh	COUP-TFII inh	CF NFkB block	NR5A2 inv ag	NCOA2 inhibitor	KKLEB cytotox	TROY NFkB inh	TRAIL sens C8	LMP1 NFkB inh	SRC3 inh	TWEAK Fn14 block
NS(=O)(=O)c1cc(C(=O)OCC(=O)NC2CC2)ccc1Cl	5	3	-7	-8	19	2	6	3	5	16	7
Cc1ccc(C(O)c2ncc(-c3cccc4ccccc34)[nH]2)cc1F (stereo unspecified)	-12	6	20	-8	2	-6	34	-10	nt	-8	10
Cc1ccccc1-c1ccc(=O)n(CC(=O)Nc2ccc(N3CCOCC3)cc2)n1	-14	24	2	1	1	-8	-14	1	2	-21	-1
O=C(Nc1nc(-c2ccccc2)cs1)Nc1ccc(F)cc1F	-9	-11	2	-19	-29	0	-2	0	-2	6	29
Cc1cccc(-n2ncc3c2CCCC3NC(=O)CN2CCCC2=O)c1C (stereo unspecified)	-12	-9	4	12	0	8	-6	3	-2	-4	7
COc1ccccc1NS(=O)(=O)c1cc(C(=O)NCC(C)(C)N2CCOCC2)ccc1C	11	18	-5	-6	-10	-5	8	15	4	13	-10
O=C(NNc1ccccc1F)c1ccccc1	-16	2	-4	-5	-3	0	-4	-3	-10	1	1
CCOc1ccc(NC(=O)C/C(C)=N/NC(=O)Cc2cccs2)cc1	-3	-2	8	-20	-53	-6	-5	8	34	-5	-9
COc1cccc(NC(=O)c2ccc3c(c2)N(C)CCS3)c1	-63	-34	6	-82	-71	-5	-40	26	-26	-76	-10
COC(=O)c1cc(OC)c(OC)cc1NC(=O)c1ccco1	3	5	-55	17	-8	-3	-7	0	6	-5	-41
CC(C)CC(=O)Nc1nnc(SCC(=O)Nc2nccs2)s1	0	8	-18	-16	-32	7	6	-5	2	11	-18
CCNC(=O)CN(c1ccc(Br)c(C)c1)S(C)(=O)=O	0	-14	0	-10	2	-1	-12	4	4	5	-38
Oc1ccc(Br)cc1-c1cc(-c2ccco2)[nH]n1	0	2	-18	17	-14	-10	7	7	8	13	6
O=[N+]([O-])c1ccc(N/N=C/c2ccc(OCc3cccc4ccccc34)cc2)nc1	-31	-4	-12	-15	-30	-13	-41	6	-7	-5	-28

# New compounds follow
SMILES,NCOA1 inh,COUP-TFII inh,CF NFkB block,NR5A2 inv ag,NCOA2 inhibitor,KKLEB cytotox,TROY NFkB inh,TRAIL sens C8,LMP1 NFkB inh,SRC3 inh,TWEAK Fn14 block
Cc1ccc(Cl)cc1N1CCN(C(=O)c2ccccc2SCC(=O)N2CCCC2)CC1,-9,21,24,-12,32,-14,4,-14,-6,-37,-12
Nc1sc2c(c1C(=O)NCCc1ccccc1)CCC2,3,-15,-3,11,-20,3,-10,-11,4,-15,35
Cc1ccc(C(=O)C(=S)N2CCOCC2)cc1,12,-5,21,22,10,-14,0,-10,-2,11,9
Cc1ccc(-n2c(CNC(=O)c3cccs3)nnc2SCC(=O)NO)cc1,-35,11,-1,-9,7,-8,5,3,26,6,-10
O=C(Nc1cc([N+](=O)[O-])ccc1F)c1ccc2ccccc2c1,15,-8,-8,-2,-35,-2,-3,27,15,-24,-10
CCN1CCN(CC(=O)N2N=C(c3cccs3)CC2c2ccc(OC)c(OC)c2)C(=O)C1=O (stereo unspecified),10,-25,-7,3,14,-3,4,21,0,25,35
O=C1c2c(O)cc(O)cc2O[C@H](c2ccc(O)cc2)[C@H]1O,0,-12,4,-10,-12,6,0,-9,4,9,20
Cc1ccc(-c2cnc(N)n2C)cc1C,-23,-3,4,-13,-26,-5,-25,4,-4,-9,-1
NC(=O)NCc1ccccc1F,-66,2,-7,-5,8,-7,1,3,5,12,11
O=S1(=O)[C@H]2C[C@@H]3C=C[C@@]2(CN1Cc1ccc(F)cc1)O3,8,-4,-16,-8,22,-5,-9,-3,1,13,-5
Cc1ccc(CNC(=O)CCc2nc(-c3cccs3)no2)cc1,-5,14,-16,-15,2,-9,-9,-4,-2,-8,-42
O=C(NCCc1cccs1)Nc1ccc2nc([C@@H]3O[C@H](CO)[C@@H](O)[C@H]3O)[nH]c2c1,-10,3,1,-9,10,-7,11,-7,nt,-6,-20
CC1Oc2ccccc2N(CC(=O)NC2CC2)C1=O (stereo unspecified),-11,-10,-20,0,-1,4,0,-7,-4,-39,15
CCNC(=O)N1CCC(n2nccc2NC(=O)CCOc2ccccc2)CC1,7,-4,10,9,13,6,3,5,4,-11,-6
